CXXC DNA block: inhibitors of human MLL CXXC domain-DNA interaction. Q03164. MLL-CXXC / FITC-HOXA9 DNA fluorescence polarization. Potency, µM (top dose mostly 115 µM), for inactives: top-dose activity change, negative = inhibition, actives largely listed as inhibitors. 0.037% of 290,000 active; active = well fitted inhibition curve with a large enough effect in the polarisation, with a control signal flat, not every such curve was filed as active; inconclusive = small, poorly fitted or top-dose-only effect, or effect the other way, or a change in a side signal; inactive = no such curve, though single readings can be large or run the other way; the % refers to the polarisation
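Fluorescence polarization: 7 uM MLL-CXXC (stock) preincubated 5 min with compounds, then 50 nM fluorescein-HOX-A9 DNA (stock) added; 30 min ambient. Buffer 50 mM Tris-HCl pH 7.5, 50 mM NaCl, 1 mM DTT, 0.05% BSA.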
MBNL1-CUG inh: inhibitors of human MBNL1 binding to CUG repeat RNA | TR-FRET MBNL1-His/biotin-(CUG)12 binding, 665/545 ratio | Potency, µM (doses to about 57.5 µM), inactives show at the top dose activity change, negative = inhibition, most hits filed as inhibitors | 0.036% of 280,000 active | AID 2675; active = well fitted inhibition curve with a large enough effect in the signal ratio, with a control signal flat, not every such curve was filed as active; inconclusive = small, poorly fitted or top-dose-only effect, or effect the other way, or a change in a side signal; inactive = no such curve, though single readings can be large or run the other way; the % refers to the signal ratio; note: % is set by controls: 0 for no effect and ±100 for the full control effect
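Ratiometric TR-FRET (665 over 545 nm, excitation 340 nm) tracks disruption of MBNL1-His/biotin-(CUG)12 complex after 60 min at room temperature, with compounds at 92 nM to 58 uM final.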
BRCA1 expr up: increases BRCA1 expression. MCF7-BRCA1-FFLuc reporter, luminescence, 48 h; response scale: scaled: vehicle 0%, 10 µM genistein 100%. Potency, µM (top dose mostly 46.1 µM), for inactives: top-dose activation, most hits filed as activators. 1.1% of 380,000 active; note: nearly all actives have a fitted effect of over 80% in size; some results filed as inactive show a strong effect at the top dose
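First, MCF7-BRCA1-FFLuc cells (2000/well) attach for 2 h; next, compounds are pin-added and incubated 48 h at 37 °C; finally, luciferase reagent is added and luminescence read after 15 min.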
ELG1 genotoxic: inducers of genotoxicity in HEK293T ELG1-luciferase cells; HEK293T ELG1-luciferase reporter, luminescence, 16 h; Potency, µM (series often up to 46 µM), inactives show at the highest dose activity change, positive = activation, most hits filed as activators; 1.3% of 330,000 active; AID 504466; note: % of control where 0% means no effect; nearly all actives have a fitted effect of over 60% in size
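Screening used a luciferase reporter fused to human ELG1 in HEK293T cells. Luminescence was read on a CCD plate imager after 16 hr exposure and 30 min ONE-Glo incubation.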
FLuc counter: firefly luciferase modulation, counter-screen for miR-21 project. P08659. purified FLuc, Km substrates, luminescence inhibition. Potency, µM (highest dose often 57.5 µM), for the others: at the top dose activity change, negative = inhibition, usual class: inhibitors. 6.9% of 360,000 active;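 note: plate controls were vehicle for no effect and reference inhibitor for full effect; nearly all actives have a fitted effect of over 55% in size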
Target sequence (P08659 whole entry, looked up): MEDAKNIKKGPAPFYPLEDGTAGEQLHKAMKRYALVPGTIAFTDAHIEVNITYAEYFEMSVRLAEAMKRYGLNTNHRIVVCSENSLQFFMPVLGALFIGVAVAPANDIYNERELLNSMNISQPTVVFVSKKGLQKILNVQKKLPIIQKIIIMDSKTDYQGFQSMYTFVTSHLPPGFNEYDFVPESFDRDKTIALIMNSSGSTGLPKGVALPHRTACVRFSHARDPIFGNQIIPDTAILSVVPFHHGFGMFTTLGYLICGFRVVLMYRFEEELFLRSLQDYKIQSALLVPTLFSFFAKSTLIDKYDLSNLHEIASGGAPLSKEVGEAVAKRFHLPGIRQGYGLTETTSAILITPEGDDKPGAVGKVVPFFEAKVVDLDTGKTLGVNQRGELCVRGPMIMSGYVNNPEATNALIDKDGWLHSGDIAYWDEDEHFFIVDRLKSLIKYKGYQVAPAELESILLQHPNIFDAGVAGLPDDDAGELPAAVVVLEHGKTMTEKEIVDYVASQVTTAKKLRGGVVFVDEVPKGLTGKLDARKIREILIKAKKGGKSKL
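Purified P. pyralis luciferase, 10 nM final, with Km-level 10 uM D-luciferin and 10 uM ATP in 50 mM Tris acetate pH 7.5, 10 mM Mg acetate, 0.01% Tween-20, 0.05% BSA; 6-point qHTS titration about 60 µM downward; luminescence read.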
Rab9 prom act: activates the Rab9 promoter; AID 485297; Huh7 Rab9 promoter-luciferase reporter, luminescence, 24 h; Potency, µM (top dose mostly 9.22 µM), without a hit: at the highest dose activation, negative = inhibition, hits mostly activators; 2.8% of 320,000 active; note: % of control where 0% means no effect; nearly all actives have a fitted effect of over 60% in size
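Luminescence from Amplite-detected luciferase (10 minutes, ambient) reports Rab9 promoter activation. Before that, stable Rab9-luciferase Huh7 cells (1500/well, reduced-serum OP-MEM I plus 10% FBS) were exposed to compound for 24 hours at 37C.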
NPC1 prom act: NPC1 promoter activation. Huh7 NPC1 promoter luciferase reporter, 24 h. Potency, µM (top dose mostly 9.22 µM), inactives show at the top dose activation, actives largely listed as activators. 2.4% of 320,000 active;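 note: % of control where 0% means no effect; nearly all actives have a fitted effect of over 60% in size; reporter is driven by a mutant NPC1 promoter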
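Luminescence from an NPC1 promoter-driven luciferase reporter in stably transfected Huh7 cells was measured after 24 h compound treatment at 37 °C, followed by 10 min ambient incubation with luciferase detection reagent.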
Gal4-VP16 FLuc: counter-screen for ROR gamma inhibitors: Gal4-VP16 reporter | Drosophila S2 Gal4-VP16 UAS-luciferase, luminescence, 20 h | Potency, µM (series often up to 53.6 µM), inactives show at the top dose activity, negative = inhibition, hits mostly inhibitors | 3.5% of 310,000 active;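 note: Gal4-VP16 expression switched on by copper sulfate through the metallothionein promoter; % is set by controls: 0 for no effect and ±100 for the full control effect; nearly all actives have a fitted effect of over 50% in size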
RORgamma inh: ROR gamma (mouse) transcription inhibition; P51450; Drosophila S2 Gal4-RORgamma UAS-luciferase reporter, 20 h; Potency, µM (series often up to 53.6 µM), for inactives: at the top dose activity change, negative = inhibition, hits mostly inhibitors; 5.4% of 310,000 active; note: % is set by controls: 0 for no effect and ±100 for the full control effect; nearly all actives have a fitted effect of over 60% in size
Target sequence (P51450 whole entry, looked up, the tested form may be a part): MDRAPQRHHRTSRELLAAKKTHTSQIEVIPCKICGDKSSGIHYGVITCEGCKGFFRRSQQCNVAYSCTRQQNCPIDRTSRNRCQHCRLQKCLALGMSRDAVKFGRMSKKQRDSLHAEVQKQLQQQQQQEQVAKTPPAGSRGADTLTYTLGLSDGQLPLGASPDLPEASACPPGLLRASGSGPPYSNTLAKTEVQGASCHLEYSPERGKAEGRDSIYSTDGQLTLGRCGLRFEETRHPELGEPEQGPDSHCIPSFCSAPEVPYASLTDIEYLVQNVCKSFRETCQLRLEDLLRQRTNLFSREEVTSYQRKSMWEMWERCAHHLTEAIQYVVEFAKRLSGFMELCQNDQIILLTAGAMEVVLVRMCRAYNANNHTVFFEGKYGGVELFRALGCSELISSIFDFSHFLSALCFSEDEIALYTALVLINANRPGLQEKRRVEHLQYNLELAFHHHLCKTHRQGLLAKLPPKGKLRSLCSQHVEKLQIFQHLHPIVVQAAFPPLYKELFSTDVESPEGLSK
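ROR gamma transcriptional activity was tracked as Gal4-UAS luciferase output in stably transfected Drosophila Schneider cells, with compound added 1 hr before 700 uM copper sulfate induction and a 20 hr ambient-temperature incubation.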
uPA surface inh: cell surface uPA generation inhibition; 0.31% of 330,000 active; Potency, µM (highest dose often 38.3 µM), for the others: at the top dose activity change, negative = inhibition, usual class: inhibitors; cell surface uPA generation assay, qHTS; active = well fitted inhibition curve with a large enough effect; inconclusive = small, poorly fitted or top-dose-only effect; inactive = no such curve, though single readings can be large or run the other way; tested in mouse RAW 264.7 cells; note: % is set by controls: 0 for no effect and ±100 for the full control effect; nearly all actives have a fitted effect of over 55% in size
p53 reactivator: restores transcriptional activity of mutant p53 | 0.063% of 320,000 active | AID 504706 | H1299 p53-A138V BP100-luciferase reporter, luminescence, 24 h | Potency, µM (highest dose often 92.2 µM), inactives show at the top dose activity change, positive = activation, hits mostly activators; note: % of control where 0% means no effect; nearly all actives have a fitted effect of over 45% in size
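H1299 (p53-null), stable ts p53-A138V + BP100-Luc; 1000 cells/well, Opti-MEM/10% FBS; cpd 4 pt, 1:5; 24 h, 37 deg C, 5% CO2; detection reagent 10 min RT; luminescence.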
* hit, by the source's call; ? = inconclusive; . = not tested or not shown; [ ] = remark or other dose. Unless noted, calls come from the whole dose curve; as a rule, active = well fitted curve in the direction sought with a large enough effect; inconclusive = small, poorly fitted or top-dose-only effect, or another doubt; inactive = no such curve, though single readings can be large; an effect the other way counts as inactive or inconclusive. Potency is the fitted concentration of half-maximal effect. The list is partial (hit frequency here may not be typical).

SMILES	CXXC DNA block	MBNL1-CUG inh	BRCA1 expr up	ELG1 genotoxic	FLuc counter	Rab9 prom act	NPC1 prom act	Gal4-VP16 FLuc	RORgamma inh	uPA surface inh	p53 reactivator
O=C(c1ccc2c(c1)OCO2)C1CCCN(Cc2cccn2-c2cccnc2)C1 (stereo not drawn)	-7.9%	-0.4%	-14.4%	-5.2%	-1.3%	-17.5%	-2.8%	1.6%	16.2%	10.7%	-2.5%
CNC(=O)C(C)Sc1ccc(S(=O)(=O)N2CCOCC2)cn1 (stereo not drawn)	.	.	-4.4%	2.6%	6.4%	2.5%	-2.2%	.	.	2.7%	-0.7%
Cc1cc(OC(=O)c2ccccc2Cl)c([N+](=O)[O-])c(=O)[nH]1	-9.3%	12.6%	1.0%	3.9%	0.2%	-1.5%	-12.5%	?	-24.7%	-4.7%	.
CN(C)CCCn1c2c(c(SCC(=O)Nc3cccc4ccccc34)nc1=O)CCC2	.	.	-26.4%	-1.7%	6.9%	-8.9%	0.2%	.	.	-8.6%	-3.9%
Cc1ccc(-n2c(SCC(=O)NCC3CCCO3)nnc2-c2ccoc2C)cc1 (stereo not drawn)	-0.8%	-5.9%	-21.0%	0.3%	1.0%	-2.6%	-3.3%	-1.3%	-13.9%	4.8%	-8.9%
COc1cccc(-n2nc(C#N)c(Cl)cc2=O)c1	6.4%	?	-89.4%[inhibitor]	-23.6%	1.9%	-35.7%[inhibitor]	-44.8%[inhibitor]	7.08µM*	3.55µM*	-11.2%	-11.4%
C/C(=N\NC(=O)c1cccc(S(=O)(=O)N2CCCCC2)c1)c1ccc(C)o1	-5.3%	13.8%	-0.8%	4.3%	-0.1%	1.3%	-7.9%	-6.9%	?	-2.3%	12.9%
Cc1ncc([N+](=O)[O-])n1CC(=O)Nc1cccc(C(F)(F)F)c1	-1.4%	14.6%	1.2%	-5.0%	8.6%	8.8%	1.4%	3.7%	19.6%	-3.0%	.
COc1ccc(NC(=S)Nc2ccc3nsnc3c2)cc1	-21.2%	?	9.5%	-1.5%	?	7.8%	2.6%	5.62µM*	10µM*	?	?
Cc1c(C(=O)NC2CCCC2)oc2ccccc12	.	.	58.1%	6.6%	?	16.2%	9.5%	.	.	6.5%	?
O=C(NS(=O)(=O)Nc1ccc(Br)cn1)c1c[nH]c2ccccc12	18.7%	-3.2%	-15.3%	-1.5%	4.4%	5.0%	3.8%	7.6%	0.2%	5.6%	3.7%
CC1Sc2n(c3ccccc3[n+]2C)N=C1c1ccccc1 (stereo not drawn)	16.0%	0.0%	-77.1%	-6.5%	-1.9%	-26.8%	-1.4%	?	?	-16.1%	7.0%
CN1CCN(C(=O)c2cnn(-c3ccccc3)c2NC(=O)c2ccccc2Cl)CC1	17.5%	5.5%	-11.5%	-2.8%	1.0%	-6.5%	3.3%	-1.9%	-4.5%	22.8%	5.4%
C#CCOCCOCCOCCNc1nc(N2CCOCC2)nc(N2CCN(C(=O)[C@H]([C@@H](C)CC)n3cc(CCCCN)nn3)CC2)n1	11.6%	-20.6%	-10.6%	-0.1%	2.0%	-5.3%	-2.2%	-5.1%	2.1%	-4.1%	4.9%
O=C(CCS(=O)(=O)c1ccc(Br)cc1)Nc1ccc(Br)cc1F	-0.9%	32.4%[activator]	-20.1%	-2.2%	0.6%	-11.1%	-2.3%	-8.8%	0.5%	-0.5%	-6.7%
O=C(c1cccc(S(=O)(=O)N2CCOCC2)c1)N1CCC(Cc2ccccc2)CC1	.	.	-11.7%	-2.4%	3.8%	-2.1%	-3.3%	.	.	-4.6%	-2.4%
Cc1ccc(NC(=O)C2CCN(S(C)(=O)=O)CC2)cc1C	-13.5%	-10.2%	3.4%	0.4%	-8.0%	3.5%	3.5%	10.0%	8.6%	-2.6%	-1.2%
Cc1nc2c3cnn(-c4ccccc4)c3ncn2n1	11.5%	1.3%	-24.6%	?	?	19.7%	14.2%	16.8%	32.6%	-1.1%	?
Cc1cccc(NC(=S)N(CCCN(C)C)Cc2cc3cc4c(cc3[nH]c2=O)OCO4)c1	11.7%	-0.3%	-15.0%	1.2%	2.5%	-0.8%	-2.6%	-4.0%	-4.9%	-4.6%	-1.5%
COCCCNC(=O)c1ccc(CS(=O)(=O)c2cccc(C(F)(F)F)c2)o1	-2.8%	-2.1%	3.4%	-1.9%	1.2%	-2.2%	-7.2%	-5.0%	-10.9%	-0.7%	-2.9%
Cc1ccc(/C(O)=C2\C(=O)C(=O)N(c3cc(C)on3)C2c2cccc(Cl)c2)cc1 (stereo not drawn)	-7.8%	1.5%	0.0%	-2.9%	0.9%	-1.3%	2.6%	-15.5%	13.1%	0.0%	-6.4%
CCOc1cc(C)nc(N2CCN(C3CCCCC3)CC2)n1	-4.4%	-6.7%	-2.3%	-5.3%	-0.6%	-2.1%	-0.9%	-0.6%	-3.4%	2.7%	-4.5%
O=C(COC(=O)c1ccccc1Cl)NC(=O)NCc1ccccc1	1.7%	-16.3%	-0.1%	0.6%	-7.0%	-4.7%	0.3%	-15.2%	1.2%	-5.6%	9.2%
O=C(CSc1ncn(-c2ccccc2)n1)Nc1nncs1	-0.6%	-8.9%	2.0%	-0.5%	-6.9%	-8.6%	3.6%	-5.0%	-2.2%	10.4%	0.8%
O=C(COC(=O)c1ccc2c(=O)n3c(nc2c1)CCC3)Nc1ccc(OC(F)F)cc1	4.7%	-4.4%	10.0%	-1.3%	-12.7%	-0.8%	0.0%	5.8%	1.9%	0.0%	4.0%
Further results.
SMILES	CXXC DNA block	MBNL1-CUG inh	BRCA1 expr up	ELG1 genotoxic	FLuc counter	Rab9 prom act	NPC1 prom act	Gal4-VP16 FLuc	RORgamma inh	uPA surface inh	p53 reactivator
CCOc1ccc(NC2=NC(C(=O)NCc3ccccc3)CC(=O)N2)cc1 (stereo not drawn)	-1.7%	6.5%	-24.2%	-2.2%	-2.9%	-0.6%	-3.6%	-6.0%	9.4%	3.3%	-2.8%
CCOCC(=O)Nc1ccc(S(=O)(=O)NCCc2ccccc2)cc1	-1.0%	-6.1%	-0.2%	.	9.4%	.	.	-0.2%	?	4.2%	.
CCOc1ccc(CCNC(=O)COC(=O)c2nn(C)c(=O)c3ccccc23)cc1OCC	.	.	-20.7%	1.7%	1.1%	-2.6%	-3.6%	.	.	-0.5%	0.3%
COc1ccc(N/C(=N/c2nc(C)cc(C)n2)NC(=O)c2ccccc2)cc1	3.6%	3.8%	-18.7%	1.2%	-0.5%	-5.0%	-2.2%	-2.8%	2.9%	5.3%	1.0%
O=C(Nc1ccc(Cl)cc1)C(Cl)C(=O)c1ccccc1 (stereo not drawn)	7.9%	2.1%	58.5%	?	15.1µM*	16.9%	2.4%	?	-71.0%	-1.9%	9.3%
Cc1ccc(NC(=O)/C=C\C(=O)NCC(=O)O)cc1	-3.3%	-4.0%	-1.1%	-0.7%	3.7%	-8.0%	-9.1%	1.3%[10 µM]	8.7%	11.3%	11.9%
CCOC(=O)C1=C(c2ccccc2)NC(=O)NC1c1cc(OCC)c(O)c([N+](=O)[O-])c1 (stereo not drawn)	-9.9%	?	-16.2%	4.8%	-2.1%	1.2%	-1.7%	6.4%	35.0%	5.1%	.
O=C(O)c1cc2c(ccc3ccccc32)oc1=O	-7.4%	?	.	10.0%	4.9%	-0.9%	0.5%	-3.0%	-31.5%	.	-5.5%
O=C(NCc1cc(C(F)(F)F)cc(C(F)(F)F)c1)C1CC(c2cccc([N+](=O)[O-])c2)=NO1 (stereo not drawn)	-2.9%	4.0%	11.1%	-3.7%	-0.2%	-2.2%	0.9%	-7.4%	28.3%	7.1%	-6.9%
CCN1CCN(Cc2ccc(OCc3ccccc3)cc2)CC1	4.0%	-6.0%	15.9%	10.3µM*	21.3µM*	16.8%[1.84 µM]	3.98µM*	?	?	.	?
O=C(OCc1nc2ccccc2s1)c1cc2ccccc2oc1=O	7.6%	126.8%[activator]	.	?	19µM*	4.1%	11.4%	3.8%	?	.	?
CC(C)c1ccc(/C=c2\sc3nc(-c4ccncc4)nn3c2=O)cc1	-13.7%	1.4%	39.7%	3.7%	2.39µM*	16.9%	20.3%	-10.3%	5.2%	-0.3%	18.1%

Some of the entries so far, comma-delimited:
Compound,CXXC DNA block,MBNL1-CUG inh,BRCA1 expr up,ELG1 genotoxic,FLuc counter,Rab9 prom act,NPC1 prom act,Gal4-VP16 FLuc,RORgamma inh,uPA surface inh,p53 reactivator
CCOc1ccc(NC2=NC(C(=O)NCc3ccccc3)CC(=O)N2)cc1 (stereo not drawn),-1.7%,6.5%,-24.2%,-2.2%,-2.9%,-0.6%,-3.6%,-6.0%,9.4%,3.3%,-2.8%
CCOCC(=O)Nc1ccc(S(=O)(=O)NCCc2ccccc2)cc1,-1.0%,-6.1%,-0.2%,.,9.4%,.,.,-0.2%,?,4.2%,.
